# TexasRed fluor: Total Fluorescence Counterscreen for Inhibitors of the Interaction of Thyroid Hormone Receptor and Steroid Receptor Coregulator 2 | TRb/SRC2 Texas Red total fluorescence interference | AID 1479, 2009 | hit rate 0.29% among 280,000 | Potency, µM (series often up to 106 µM), for inactives: at the top dose fluorescence change, negative = quenching; active means well fitted curve in either direction with a large enough effect; inconclusive means small, poorly fitted or top-dose-only effect
#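 Human TRb ligand-binding domain at 0.6 uM with 20 nM Texas Red SRC2 peptide in Tris buffer containing 1 uM T3 and 5% DMSO, incubated with compound 5 h at ambient temperature. Total fluorescence (555/632 nm) calculated as parallel + 2 × perpendicular.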
# TRb-SRC2 inh: qHTS for Inhibitors of the Interaction of Thyroid Hormone Receptor and Steroid Receptor Coregulator 2 | hit rate 0.065% among 280,000 | AID 1469, 2008 | TRbeta-SRC2 peptide binding, fluorescence polarization; receptor liganded with 1 µM T3 | Potency, µM (series often up to 106 µM), without a hit: at the top dose activity change, negative = inhibition, most hits filed as inhibitors;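 further: plate controls were bound peptide for no effect and peptide without receptor for full effect; nearly all actives have a fitted effect of over 50% in size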
# Target sequence (P10828 whole entry, looked up): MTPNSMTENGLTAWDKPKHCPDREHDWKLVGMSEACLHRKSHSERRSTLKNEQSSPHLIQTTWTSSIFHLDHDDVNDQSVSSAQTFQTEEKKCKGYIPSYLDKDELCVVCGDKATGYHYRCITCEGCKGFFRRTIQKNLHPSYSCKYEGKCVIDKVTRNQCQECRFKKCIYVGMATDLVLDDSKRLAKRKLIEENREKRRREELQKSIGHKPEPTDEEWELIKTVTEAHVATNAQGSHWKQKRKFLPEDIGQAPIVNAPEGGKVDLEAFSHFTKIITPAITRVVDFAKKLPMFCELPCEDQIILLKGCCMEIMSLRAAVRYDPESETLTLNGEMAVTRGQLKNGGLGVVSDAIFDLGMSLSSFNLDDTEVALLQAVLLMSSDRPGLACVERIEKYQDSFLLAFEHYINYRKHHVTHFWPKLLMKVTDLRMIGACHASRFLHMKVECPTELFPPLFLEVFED
#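 Compounds were added to 0.6 uM TRb ligand-binding domain and 20 nM Texas Red-labeled SRC2 peptide in Tris buffer containing 1 uM T3, incubated 5 hr at ambient temperature, then read by fluorescence polarization.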
# GAA glycogen mod: qHTS Assay for Inhibitors and Activators of Human alpha-Glucosidase Cleavage of Glycogen; Lysosomal alpha-glucosidase (Homo sapiens), P10253; recombinant GAA, glycogen substrate, Amplex Red glucose oxidase fluorescence; Potency, µM (top dose mostly 76.4 µM), for the others: at the top dose activity change, negative = inhibition, actives largely listed as inhibitors; hit rate 0.38% among 300,000;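 further: 0% = full enzyme reaction and -100% = no-enzyme basal signal; the screen sought inhibitors and activators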
#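 Natural-substrate format: glycogen cleavage by 4 nM human enzyme, glucose read by Amplex Red coupling (Ex 573, Em 610 nm). Normalized to enzyme and no-enzyme controls.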
# Numbers without * were called inactive; ? = inconclusive; & = joins results of further samples; [ ] = remark or other dose. Unless noted, the call rests on the fitted dose curve; in most records, active means well fitted curve in the direction sought with a large enough effect; inconclusive means small, poorly fitted or top-dose-only effect, or another doubt; inactive means no such curve, though single readings can be large; an effect the other way counts as inactive or inconclusive. Unless noted, on the % scale 0 is the no-effect control and ±100 the full control effect; potency means the concentration at half of the fitted maximal effect.
# Values run as follows: GAA glycogen mod | TexasRed fluor | TRb-SRC2 inh
CCOc1ccc(/C=C/C(=O)Nc2sc3c(c2C(=O)OC)C(C(=O)OC)CC3)cc1 (stereo unspecified)
  13.1%[76.3 µM] | -23.1% | 3.4%
Cc1cccc(CN2CCN(CC(=O)NCCc3ccc(Cl)cc3)C2=O)c1
  16.8%[76.3 µM] | -1.7% | -2.0%
COCCCNc1oc(-c2ccc(COc3ccc(Cl)cc3)o2)nc1C#N
  ? | -8.3% | -2.9%
CCOC(=O)C1=C(CS(=O)(=O)c2cccc(C(F)(F)F)c2)NC(=O)NC1c1cccc(OC)c1 (stereo unspecified)
  2.1%[76.3 µM] | -3.9% | -1.4%
Cc1ccc2c(CC(=O)Nc3cccc(Cl)c3C)coc2c1
  12.6%[76.3 µM] | 0.9% | -5.9%
Cc1ccccc1NC(=O)CCn1nc(-c2ccc(Cl)cc2)c2ccccc2c1=O
  0.3%[76.3 µM] | -74.9%[1.83 µM] | -20.7%[1.83 µM]
Cc1ccc(CN(Cc2cccn2-c2nnc(N3CCCC3=O)s2)C(=O)Nc2ccccc2C(F)(F)F)cc1
  9.7%[76.3 µM] | -18.0% | 4.4%
O=C(NCc1ccco1)c1ccc2c(c1)N(Cc1ccc(Cl)cc1)C(=O)c1ccccc1S2(=O)=O
  2.9%[76.3 µM] | -6.2% | 4.2%
CCOC(=O)N1CCc2c(sc3c2c(=O)n(Cc2ccccc2)c(=O)n3CC(=O)Nc2ccccc2F)C1
  8.5%[76.3 µM] | -0.1% | -5.2%
CCCc1ccc(NC(=O)C2CCCN(c3cnccn3)C2)cc1 (stereo unspecified)
  1.4%[76.3 µM] | -0.2% | 4.5%
CC(C)OC(=O)c1c(NC(=O)c2cccc(C(F)(F)F)c2)sc2c1CCCC2
  -6.5%[76.3 µM] | 0.3% | -9.0%
Cc1c(C(=O)OC2CCCCCC2)[nH]c2c1C(=O)CC(c1ccccc1)C2 (stereo unspecified)
  9.6%[76.3 µM] | -0.7% | -5.3%
COc1ccc(N2CCN(c3oc(/C=C/c4cc(OC)c(OC)c(OC)c4)nc3C#N)CC2)cc1
  14.0%[76.3 µM] | -0.7% | 1.7%
COc1cccc(NC(=O)Cn2c(-c3nonc3N)nc3ccccc32)c1
  -5.9%[76.3 µM] | -3.0% | 6.9%
COc1cc(NC(=O)Cn2c(=O)n(Cc3ccco3)c(=O)c3oc4ccccc4c32)cc(OC)c1
  -13.9%[76.3 µM] | 1.5% | 5.3%
Cc1c(C2=CCN(S(=O)(=O)c3ccc(CC(C)C)cc3)CC2)c2ccccc2n1CC(=O)N1CCCC1
  -16.2%[76.3 µM] | ? | 19.9%
Cc1nn(CC(=O)N2CCN(c3cccc(C(F)(F)F)c3)CC2)c(=O)c2cccn12
  -7.5%[76.3 µM] | -0.9% | -6.7%
Fc1ccc(Nc2nc3ccccc3n3cnnc23)c(F)c1
  -3.1%[76.3 µM] | 4.8% | 1.9%
Cc1ccc(CN(Cc2cccn2-c2nnc(N3CCCC3=O)s2)C(=O)Nc2ccc(F)cc2)cc1
  -8.5%[76.3 µM] | -1.3% | 4.8%
O=C(Cn1cc(S(=O)(=O)Cc2ccccc2F)c2ccccc21)NCc1ccccc1Cl
  11.8%[76.3 µM] | 7.8% | 12.7%
CCN(Cc1ccccc1)C(=O)Cn1ncc2c(=O)oc3ccc(C)cc3c21
  1.1%[76.3 µM] | -1.7% | -0.5%
CCN(C(=O)c1ccc2c(=O)n3c(nc2c1)CCCCC3)c1cc(C)ccc1C
  16.7%[76.3 µM] | 2.0% | -0.4%
CCN(CC)c1cc(C)c2cc(NC(=O)c3cccc(OC)c3OC)ccc2n1
  -12.4%[76.3 µM] | -1.6% | 3.3%
COc1ccc(S(=O)(=O)n2ccnc2)cc1C(C)(C)C
  9.0%[76.3 µM] | -2.5% | -7.4%
COc1cc(Cl)c(C)cc1NC(=O)C1CCN(c2nc3ccccc3n3cccc23)CC1
  8.6%[76.3 µM] | 6.0% | 4.8%
CC(=O)N1c2ccc(S(=O)(=O)NCC3CCC(C(=O)Nc4ccc(C)c(C)c4)CC3)cc2CC1C (stereo unspecified)
  10.9%[76.3 µM] | 0.5% | 2.7%
O=C(CSc1nc2c(oc3ccccc32)c(=O)n1-c1ccccc1F)Nc1ccccc1
  -7.6%[76.3 µM] | 1.3% | -6.6%
O=c1c2ccccc2nc(-c2ccc(Cl)cc2)n1CCCOc1ccccc1F
  -4.5%[76.3 µM] | -3.1% | 3.6%
COc1cc(-c2noc(CCC(=O)Nc3cc(C)ccc3C)n2)cc(OC)c1OC
  -3.6%[76.3 µM] | -12.0% | -7.1%
O=C(Nc1nc2n(n1)C(c1ccc(F)cc1)C=C(c1ccccc1)N2)c1ccc(Cl)cc1 (stereo unspecified)
  16.8%[76.3 µM] | 0.2% | 3.3%
COc1ccc(S(=O)(=O)NCc2nc(-c3ccccc3)no2)cc1
  -1.2%[76.3 µM] | -8.2% | -2.6%
COc1ccccc1CNC(=O)COCc1cc(-c2ccc3c(c2)OCO3)on1
  -5.3%[76.3 µM] | -2.1% | 1.9%
Cc1cccc(-c2nc(C(N)=O)c3c(n2)n(-c2ccc4c(c2)OCO4)c(=O)n3C)c1
  0.9%[76.3 µM] | -3.1% | -0.4%
COc1ccc(C(CNC(=O)COc2cc(C)cc(C)c2)N2CCCCC2)cc1 (stereo unspecified)
  -13.1%[76.3 µM] | 0.7% | 3.3%
Cc1cc(NC(=O)CCNS(=O)(=O)c2cccc3nsnc23)ccc1Br
  -1.7%[76.3 µM] | -1.3% | -0.5%
COc1ccccc1NC(=O)C(=O)NCC(c1cccnc1)N1CCc2ccccc2C1 (stereo unspecified)
  -12.2%[76.3 µM] | -4.2% | -1.6%
COc1ccc(N(Cc2cccs2)C(=O)COc2cc(C)c(Cl)c(C)c2)cc1
  3.2%[76.3 µM] | ? | -3.3%
N#C/C(=C/c1cn(Cc2ccc(F)cc2)c2ccccc12)C(=O)Nc1cccc(Cl)c1
  -8.2%[76.3 µM] | -2.6% | -2.1%
CCCOC(=O)c1ccc(Nc2c(C(=O)OCC)cnc3c(C)cc(Cl)cc23)cc1
  -11.1%[76.3 µM] | 7.2% | -7.9%
CC1=C(C(=O)Nc2ccccc2)C(c2ccccn2)n2nc(SCc3ccccc3Cl)nc2N1 (stereo unspecified)
  -8.1%[76.3 µM] | 1.8% | 4.6%
COc1nnc(-c2ccc(N3CCCCC3)c(NC(=O)c3ccc(C)cc3)c2)c2ccccc12
  11.5%[76.3 µM] | -31.7% | -9.4%
Cn1cc(S(=O)(=O)c2ccc(Cl)cc2)c(=O)c2cc(F)c(N3CCCC3)cc21
  16.0%[76.3 µM] | ? | -8.6%
CCCn1c2ccc(C)cc2c2nnc(SCCN3CCCCC3)nc21
  3.3% | ? | -6.7%[11.2 µM]
O=C(COc1ccccc1)Nc1ccc(S(=O)(=O)N(Cc2ccccc2)c2ccccc2)cc1
  6.5%[76.3 µM] | 3.7% | 0.2%
CCOC(=O)c1c(Nc2cc(C)cc(C)c2)nnc(-c2ccccc2)c1-c1ccccc1
  -5.2%[76.3 µM] | -1.8% | 0.0%
CCC1CN(C(=O)NCc2ccc(C)cc2)c2cc(Cl)ccc2O1 (stereo unspecified)
  1.5% | ? | -5.4%
Cc1cc(OCC(=O)NCC2(N3CCOCC3)CCCCC2)ccc1Cl
  16.5%[76.3 µM] | 3.2% | -5.4%
CCn1cc(C(=O)N2CCN(c3cccc(C(F)(F)F)c3)CC2)c2cc(OC)c(OC)cc2c1=O
  -7.8%[76.3 µM] | -0.5% | 9.3%
CCCCOc1cccc(C(=O)N(Cc2ccc(C)o2)c2ccccn2)c1
  -8.2%[76.3 µM] | -3.7% | -1.1%
Cc1ccc(CN(Cc2ccco2)c2cnc(S(C)(=O)=O)nc2C(=O)Nc2ccc(Br)cc2)o1
  -6.8%[76.3 µM] | 5.1% | -5.6%

# Next section:
# Values run as follows: GAA glycogen mod | TexasRed fluor | TRb-SRC2 inh
COc1ccc2c(c1)c(=O)c(S(=O)(=O)c1ccc(Cl)cc1)cn2C
  -9.6%[76.3 µM] | -0.3% | 0.0%
O=C(CC1(O)C(=O)N(Cc2ccccc2)c2ccc(Br)cc21)c1ccccc1 (stereo unspecified)
  5.6%[76.3 µM] | 0.3% | 0.9%
CC(=O)N1CCc2c(sc3c2c(=O)n(-c2ccccc2C)c(=O)n3Cc2cccc(F)c2)C1
  16.1%[76.3 µM] | ? | 2.1%
COc1ccc2c(Sc3ccc(Cl)cc3)c(C(=O)N3CCC(C)CC3)[nH]c2c1
  -11.8%[76.3 µM] | -3.0% | 2.0%
O=C(CCNS(=O)(=O)c1cccc2nsnc12)Nc1ccc(F)cc1
  12.5%[76.3 µM] | 0.6% | -1.2%
O=C(CCS(=O)(=O)c1cc2c(cc1Cl)NC(=O)CO2)NCCc1ccccc1
  -6.6%&-4.2%[76.3 µM] | -1.4% | 0.6%
CCc1cccc(NC(=O)C2CCC(CNS(=O)(=O)c3ccc(Br)s3)CC2)c1 (stereo unspecified)
  -14.1%[76.3 µM] | 0.8% | 1.9%
Cc1ccc(OCC(=O)Nc2ccc3c(c2)sc(=O)n3C)cc1
  -5.3%[76.3 µM] | -2.0% | -0.9%
CCc1ccc(-c2cn3c(n2)sc2cc(C(=O)NCCC4=CCCCC4)ccc23)cc1
  13.1%[76.3 µM] | 2.0% | 0.4%
CN1CCN(C(=O)c2ccc3c(c2)N(Cc2ccc(Cl)cc2)C(=O)c2ccccc2S3(=O)=O)CC1
  9.1%[76.3 µM] | -5.4% | 0.2%

# An excerpt from above in order of molar mass, lowest first:
# Values run as follows: GAA glycogen mod | TexasRed fluor | TRb-SRC2 inh
Cc1ccc(OCC(=O)Nc2ccc3c(c2)sc(=O)n3C)cc1
  -5.3%[76.3 µM] | -2.0% | -0.9%
O=C(CCNS(=O)(=O)c1cccc2nsnc12)Nc1ccc(F)cc1
  12.5%[76.3 µM] | 0.6% | -1.2%
O=C(CCS(=O)(=O)c1cc2c(cc1Cl)NC(=O)CO2)NCCc1ccccc1
  -6.6%&-4.2%[76.3 µM] | -1.4% | 0.6%
CC(=O)N1CCc2c(sc3c2c(=O)n(-c2ccccc2C)c(=O)n3Cc2cccc(F)c2)C1
  16.1%[76.3 µM] | ? | 2.1%
CCc1cccc(NC(=O)C2CCC(CNS(=O)(=O)c3ccc(Br)s3)CC2)c1 (stereo unspecified)
  -14.1%[76.3 µM] | 0.8% | 1.9%

# The listing continues.
# Values run as follows: GAA glycogen mod | TexasRed fluor | TRb-SRC2 inh
O=C(CSc1c2c(nc3cc(Cl)ccc13)CCCC2)N1CCN(c2ccccc2)CC1
  -15.9%[76.3 µM] | 0.0% | 6.4%
CCOC(=O)c1ccc(NC(=O)C2CC(=O)NC(=Nc3ccc(C)c(C)c3)S2)cc1 (stereo unspecified)
  -11.4%[76.3 µM] | -3.0% | 8.9%
CCOc1ccc(C(=O)N2CC(=O)Nc3ccc(F)cc3C2c2ccc(F)cc2)cc1 (stereo unspecified)
  -5.4%[76.3 µM] | -0.7% | 0.0%
Fc1ccccc1N1CCN(c2ncnc3c2nc2n3CCCCC2)CC1
  -9.0%[76.3 µM] | 6.1% | 6.1%
CCS(=O)(=O)N1CCc2cc(C(=O)Nc3ccc(Br)cc3F)ccc21
  -9.9%[76.3 µM] | -0.9% | 1.5%
O=c1c2cnn(-c3ccc(Cl)cc3)c2ncn1Cc1ccc(Cl)cc1Cl
  5.8%[76.3 µM] | -1.4% | 5.5%
CCN1CCN(c2cc(C)c3cc(NC(=O)/C=C/c4cccc(Cl)c4)ccc3n2)CC1
  -3.1%[76.3 µM] | -5.5% | 0.1%
COc1cc(C2c3c(oc4ccc(C)cc4c3=O)C(=O)N2Cc2ccccc2)ccc1O (stereo unspecified)
  -4.3%[76.3 µM] | ? | 4.7%
O=c1c2cccnc2n(Cc2cccc(F)c2)c(=O)n1Cc1ccccc1Cl
  -5.5%[76.3 µM] | -11.8% | 1.8%
CCn1c(CC2C(=O)N(C)c3ccc(Br)cc32)nc2ccccc2c1=O (stereo unspecified)
  9.8%[76.3 µM] | -0.3% | 5.0%
CC(C)CSc1ccccc1NC(=O)c1sc2nc(-c3ccncc3)ccc2c1N
  0.3%[76.3 µM] | -3.2% | 4.8%
CC1CCN(CC2CCN(C(=O)Nc3ccc(Br)cc3F)CC2)CC1
  11.4%[76.3 µM] | ? | -1.1%

# The list is partial, so the mix of outcomes need not match the whole.
